# Screens deposited in PubChem by several laboratories.
# DAX1 inh-1 = inhibitors of DAX1 repression of SF-1 activated StAR promoter. AID 652010. HEK293T StAR-luciferase reporter, SF-1/DAX-1 repression relief. 370,000 compounds, 1.1% hits. inhibition, % at 6.8 µM;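 active = inhibition above the mean over all tested compounds plus 3 SD, cut at about 3.6% in these data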;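 note: 0% = DAX-1 cells with DMSO and 100% = cells lacking DAX-1 with DMSO; higher inhibition means more luminescence from relief of DAX-1 repression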
# GAA850 FXN act = frataxin GAA850 promoter activation. AID 540364. 360,000 compounds, 0.56% hits. activation, % at 6 µM. HEK293 lucGAA850 FXN promoter luciferase reporter, 24 h; percent of 10 µM SAHA response;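 active = activation above the average of all compounds screened plus 3 SD, cutoff fixed separately per campaign, cut at about 7.5% in these data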;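 note: 0% = DMSO wells and 100% = 10 µM SAHA wells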
# sPLA2-III inh = Inhibits HGIII-sPLA2 liposome hydrolysis, primary screen. Q9NZ20. QFRET BODIPY PC-A2 liposome hydrolysis, fluorescence. inhibition, % at 12.2 µM. 370,000 compounds, 0.56% hits;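 active = inhibition above mean plus 3 SD of compounds lying within the high and low control bounds, cut at about 19% in these data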;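 note: 0% = median of test compound wells and 100% = no enzyme DMSO wells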
# proKLK7 act = proKLK7 (human) activation, primary screen; P49862; purified proKLK7, EDANS-DABCYL substrate fluorescence; 100% is mature enzyme control, 0% vehicle; activation, % at 7 µM; 370,000 compounds, 0.9% hits; AID 652039;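 active = activation above the mean of all tested compounds plus 3 SD, computed per campaign excluding outliers beyond control limits, cut at about 13% in these data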
# GC-A act = GC-A (human) enzyme activation; HEK293 GC-A cells, cGMP TR-FRET, EC30 ANP; 0% at EC30 ANP, 100% saturating ANP; activation, % at 10 µM; 370,000 compounds, 0.14% hits; AID 1671463; in the data active = activation above about 40%
# ssDAF12 agonist = activators of S. stercoralis DAF-12 nuclear receptor. HEK293 ssDAF-12/GRIP1 lit1-tk-luc reporter, luminescence; % of 3 µM dafachronic acid response. 370,000 compounds, 1% hits. activation, % at 6.8 µM;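 active = activation above the mean over all tested compounds plus 3 SD, cut at about 0.9% in these data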;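 note: 0% = DMSO-only wells and 100% = 3 µM delta7-dafachronic acid wells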
# DAX1 inh-2 = NR0B1 (DAX1) inhibition. P51843. HEK293 Gal4-DAX1 luciferase reporter, luminescence. inhibition, % at 6.75 µM. 340,000 compounds, 0.99% hits. AID 504766;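 active = inhibition above the mean over all tested compounds plus 3 SD, cut at about 4.2% in these data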;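 note: 0% = DAX1-transfected cells with DMSO and 100% = empty-vector control cells with DMSO; inhibition shows as a rise in luminescence from relieved DAX1 repression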
# SMARCA2 activ = increases SMARCA2 function in MMTV reporter cells; AID 652017; 370,000 compounds, 1% hits; activation, % at 9.1 µM; MG213 cells, MMTV-luciferase reporter, dexamethasone, overnight; in the data active = activation above about 7.8%;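 note: 0% = vehicle wells and 100% = reference activator wells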
# hcDAF-12 act = H. contortus DAF-12 activation, primary screen | 370,000 compounds, 1.4% hits | HEK293 hcDAF-12 lit1-tk-luc reporter, luminescence; 0% DMSO, 100% Δ7-dafachronic acid | activation, % at 6.8 µM;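 active = activation above the mean of all tested compounds plus 3 SD, cut at about 5.5% in these data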;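 note: 100% = response to 3 µM Δ7-dafachronic acid high control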
# hgDAF12 agonist = hgDAF-12 agonism, primary luciferase screen; HEK293 GAL4-hgDAF12 UAS-luciferase reporter, agonist luminescence; normalized to butyrate control; activation, % at 6.8 µM; 370,000 compounds, 1.8% hits;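 active = activation above a cutoff set at the mean of all screened compounds plus 3 SD, cut at about 10% in these data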;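 note: 0% = DMSO wells and 100% = sodium butyrate wells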
# NPR2 activator = GC-B (human) receptor activation; P20594; activation, % at 10 µM; HEK293-GC-B cells, CNP EC30, cGMP TR-FRET; 0% at EC30 CNP, 100% saturating CNP; 370,000 compounds, 0.11% hits;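 active = activation at 10 µM reaching about 35% in either raw or pattern-adjusted values, limit read from the data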
# Target sequence (P20594 whole entry, looked up): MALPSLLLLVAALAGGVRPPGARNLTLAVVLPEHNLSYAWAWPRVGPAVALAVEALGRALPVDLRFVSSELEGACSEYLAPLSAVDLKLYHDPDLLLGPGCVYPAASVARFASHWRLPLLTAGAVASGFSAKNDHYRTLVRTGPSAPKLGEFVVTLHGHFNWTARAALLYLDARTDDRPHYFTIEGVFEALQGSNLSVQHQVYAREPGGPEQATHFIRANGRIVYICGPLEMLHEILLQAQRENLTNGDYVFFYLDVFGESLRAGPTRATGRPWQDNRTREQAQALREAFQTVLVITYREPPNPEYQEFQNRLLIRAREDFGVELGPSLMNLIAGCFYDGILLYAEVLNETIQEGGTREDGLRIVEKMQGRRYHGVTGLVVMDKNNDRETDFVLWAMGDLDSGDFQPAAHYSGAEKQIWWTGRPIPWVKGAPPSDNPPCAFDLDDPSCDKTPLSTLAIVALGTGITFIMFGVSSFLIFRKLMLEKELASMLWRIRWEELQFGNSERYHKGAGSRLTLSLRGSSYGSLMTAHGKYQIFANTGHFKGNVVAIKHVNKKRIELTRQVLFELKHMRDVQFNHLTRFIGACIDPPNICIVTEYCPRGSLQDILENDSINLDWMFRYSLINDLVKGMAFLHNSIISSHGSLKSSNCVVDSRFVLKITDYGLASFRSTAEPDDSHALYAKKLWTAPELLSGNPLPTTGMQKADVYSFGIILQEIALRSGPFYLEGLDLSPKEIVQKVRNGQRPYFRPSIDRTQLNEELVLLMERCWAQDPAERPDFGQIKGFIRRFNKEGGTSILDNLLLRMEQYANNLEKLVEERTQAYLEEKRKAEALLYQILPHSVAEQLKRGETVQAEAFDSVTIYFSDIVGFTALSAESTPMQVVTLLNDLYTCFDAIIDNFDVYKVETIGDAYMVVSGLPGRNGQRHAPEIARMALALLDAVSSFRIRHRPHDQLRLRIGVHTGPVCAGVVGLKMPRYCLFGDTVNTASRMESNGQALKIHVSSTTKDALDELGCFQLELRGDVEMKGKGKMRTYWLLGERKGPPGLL
# Active calls of the source: *; x = no result given.
SMILES,DAX1 inh-1,GAA850 FXN act,sPLA2-III inh,proKLK7 act,GC-A act,ssDAF12 agonist,DAX1 inh-2,SMARCA2 activ,hcDAF-12 act,hgDAF12 agonist,NPR2 activator
COc1ccc(C(=O)CN2CCN(c3ccc(F)cc3)CC2)cc1OC,-0.8,0.5,2.8,-0.8,4.8,-1.3,1.7,0.6,-0.1,-1.4,4.6
c1ccc2oc(-c3csc(NCC4CCCO4)n3)cc2c1 (stereo not given),10.1*,4.0,-10.6,0.3,9.4,1.1*,0.9,0.0,4.0,14.9*,1.0
COc1cc2c(cc1OC)CN(C(=O)/C=C/c1ccccc1[N+](=O)[O-])CC2,-0.9,-3.4,-2.5,-0.1,2.0,-1.6,0.6,-2.8,-3.6,-0.4,-3.2
O=C(Nc1ccc2oc(-c3ccncc3)nc2c1)c1ccccc1F,-1.7,-0.5,-3.5,-10.0,-0.2,-1.1,-0.9,0.9,-1.3,2.8,-4.1
CCCOc1ccc(C(=O)Nc2ccc(S(=O)(=O)N3CCN(C)CC3)cc2)cc1,-0.4,-0.7,-0.4,0.0,0.5,-1.3,-4.2,-4.7,-0.2,-0.7,5.8
COc1ccc(S(=O)(=O)NCC2CCCN(C(=O)CN3CCCCC3)C2)cc1 (stereo not given),0.1,-3.0,-0.5,0.5,-5.5,-0.2,-1.2,-3.7,3.4,-0.8,5.2
O=C(CCN1C(=O)/C(=C/c2ccccc2Cl)SC1=S)N1CCOCC1,1.0,-2.0,6.0,-0.9,-0.8,-0.5,-0.2,-0.4,-0.5,0.8,-6.3
CCCC1=C(C(=O)OCC)C(c2ccc(NC(C)=O)cc2)NC(=O)N1 (stereo not given),1.0,-1.2,-4.3,-0.9,-1.5,-1.9,-0.2,-3.0,-0.9,-2.3,1.8
CCOC(=O)CNC(=O)CNC(=O)c1ccc(OCC(C)C)cc1,-0.4,-0.2,6.7,-0.2,-3.5,-0.7,0.0,2.2,-1.1,-2.0,9.7
Cc1ccc(OC(C)C(=O)Nc2ccc(S(=O)(=O)Nc3cc(C)on3)cc2)cc1 (stereo not given),-0.5,1.1,-23.0,-0.1,2.3,-1.0,0.1,-4.1,2.4,1.4,1.2
O=C(COc1cccc(C(F)(F)F)c1)Nc1nnc(C2CC2)s1,-0.2,0.3,-3.4,-0.1,-1.6,-1.3,0.8,3.5,-1.7,3.9,2.3
c1ccc(-c2ccnc3ncnn23)nc1,-0.9,2.0,2.4,-0.2,1.4,-1.4,-1.7,-1.9,-1.9,-0.9,-1.5
O=C(C[C@H]1CC[C@@H]2[C@H](COC[C@@H](O)CN2C(=O)C2CC2)O1)NCc1ccccc1Cl,-0.5,x,4.2,0.1,2.9,-1.3,x,-3.4,-0.9,1.0,3.1
Cc1cc(NC(=O)NC(=O)c2ccccc2NC(=O)CN(C)C)ccc1Oc1ncc(Br)cn1,-3.2,-3.3,-12.7,0.6,1.6,-1.3,-3.2,-2.5,-0.9,-0.2,1.8
COc1ccc(C2SCC(=O)N2c2ccc(C)cc2)cc1 (stereo not given),0.0,-0.6,5.8,0.2,-11.5,-1.4,-1.4,-4.9,-3.0,-1.2,-4.0
O=C(CCN1C(=O)NC2(CCCC2)C1=O)Nc1ccc(-c2nc3ccccc3s2)cc1,5.8*,-0.6,-17.2,-2.3,2.8,1.0*,-1.0,1.4,7.7*,13.1*,-5.8
Cc1ccc(OCCNC(=O)c2ccccc2F)cc1,0.0,3.2,8.6,-0.1,5.0,-1.1,0.4,-0.1,3.2,-0.4,-2.7
Cc1ccc(/C=N/NC(=O)CSc2nnc(-c3ccc(Cl)cc3)n2-c2ccc(Cl)cc2)o1,-0.2,6.5,1.7,0.1,-22.3,-1.3,-1.5,0.7,-0.9,1.4,-15.7
CN(C)S(=O)(=O)c1ccc2c(c1)c(=O)c(C(=O)NCCCN1CCCCCC1)cn2C,1.2,-1.3,0.3,-0.3,5.7,-1.6,5.2*,0.4,1.1,2.9,2.5
OCCC1CN(Cc2ccc(-c3ccco3)cc2)CCN1Cc1ccsc1 (stereo not given),-0.2,-0.3,-12.9,-0.7,-0.4,-1.4,-0.9,-2.5,0.8,-0.5,-3.5
Cc1ccc(C)c(NC(=O)CSc2nnc(-c3n[nH]c4ccccc34)o2)c1,-1.9,0.1,-11.8,-1.0,-0.8,0.6,-1.1,-2.5,1.5,6.7,-4.6
CSc1nc(N)nc(SCC(=O)Nc2cccc(F)c2)c1C#N,-2.6,-0.2,-15.8,1.6,-4.3,-2.6,-2.1,-3.3,-4.9,0.6,-9.1
O=C(Nc1ccon1)c1csc2c1CCCC2,-0.2,-0.2,-5.5,0.0,-3.3,-1.7,-0.5,-3.3,0.0,4.7,-4.1
Cn1c2ccc(F)cc2c2nnc(NN)nc21,-0.6,2.2,3.3,-0.3,2.9,-0.9,x,11.8*,2.8,-1.8,1.1
CC1CN(C2CCCCC2)c2nc3c(c(=O)[nH]c(=O)n3C)n2C1 (stereo not given),0.3,2.7,-2.4,-0.4,2.0,-0.5,0.0,-1.6,-1.0,-2.5,-3.2
CC1(Oc2ccccc2-c2ccno2)CCN(Cc2csc3ccccc23)C1 (stereo not given),-0.8,4.5,1.7,-0.4,-14.4,-1.1,x,-5.4,-0.3,1.2,-4.4
O=C(Nc1ccncc1)c1ccc2c(c1)OCCO2,-0.9,3.5,5.7,0.0,1.7,-1.3,-2.8,0.6,-1.1,1.4,7.2
CCOc1ccccc1N(CC(=O)Nc1cc(OC)ccc1OC)S(=O)(=O)c1ccccc1,-0.9,-1.6,-9.9,1.0,2.6,-1.7,-1.0,-2.6,-3.2,-3.0,-1.8
CC(=O)CC[C@@H]1CC[C@]2(CCCN(C(=O)c3ccc4ccccc4n3)C2)O1,-0.7,x,1.1,0.5,0.0,-0.6,x,3.5,0.8,1.8,-3.4
COc1cccc(NC(=O)CCCn2c(=O)[nH]c3ccccc3c2=O)c1,-0.4,-0.1,-1.9,-0.7,-9.9,-0.5,0.5,-1.2,-0.9,2.3,-6.8
Cc1ccc([C@H]2C(C(=O)O)=CC[C@@H](c3ccc(Cl)cc3)N2S(=O)(=O)c2ccc(C)cc2)cc1,-0.1,-1.7,-29.5,0.0,-0.7,-0.7,0.1,-6.3,-2.2,-1.5,-4.4
COc1ccc(-c2c(C)nn3c(N4CCC(C(=O)N5CCCCC5)CC4)cc(C)nc23)cc1OC,-0.9,0.4,-3.1,-0.4,2.3,-1.1,-0.7,-1.1,-0.8,2.7,6.7
Cc1ccccc1CSCCNC(=O)c1ccccc1,-0.2,-2.4,6.4,0.1,3.6,-1.7,0.3,-1.7,-1.9,1.6,2.5
CCc1nnc(NC(=O)c2cccc(S(=O)(=O)N3CC(c4ccccc4)CC3=O)c2)s1 (stereo not given),0.5,2.3,-9.5,0.0,-3.2,-1.2,0.3,-1.2,0.8,-0.8,0.5
CC(C)COC(=O)n1c(SCC(N)=O)nc2ccccc21,-0.4,-0.4,7.1,-0.6,1.1,-1.6,1.2,-4.6,-1.1,0.6,-0.1
Cc1occc1-c1nnc(SCC(=O)Nc2nc(C(C)(C)C)cs2)o1,1.0,0.2,-25.3,0.2,1.0,-1.4,-1.2,-0.8,2.6,7.2,-9.0
COC(=O)c1sc(N)c(C(=O)OC)c1COC(=O)c1c(C)noc1C,-2.9,-4.2,-5.6,0.4,-10.4,-2.0,-3.3,-4.8,-1.7,-1.4,-7.2
Cc1cc(C#N)c(SCC(N)=O)nc1-c1ccc(F)cc1,0.3,3.7,1.3,1.9,-0.3,-2.0,-0.7,-4.5,-0.5,-1.2,-5.4
CCOc1ccc(N(C(C)=O)C2C=CS(=O)(=O)C2)cc1 (stereo not given),-0.2,-0.4,3.2,0.1,2.2,-1.0,5.3*,1.9,-0.3,2.7,3.5
CN(C)C(CNC(=O)CCOc1ccccc1)c1ccco1 (stereo not given),-0.1,3.4,-5.8,-0.6,-1.9,-0.1,1.4,2.1,1.4,2.8,-0.2

# No new results follow: entries from further up.
SMILES,DAX1 inh-1,GAA850 FXN act,sPLA2-III inh,proKLK7 act,GC-A act,ssDAF12 agonist,DAX1 inh-2,SMARCA2 activ,hcDAF-12 act,hgDAF12 agonist,NPR2 activator
Cc1cc(C#N)c(SCC(N)=O)nc1-c1ccc(F)cc1,0.3,3.7,1.3,1.9,-0.3,-2.0,-0.7,-4.5,-0.5,-1.2,-5.4
CCOc1ccc(N(C(C)=O)C2C=CS(=O)(=O)C2)cc1 (stereo not given),-0.2,-0.4,3.2,0.1,2.2,-1.0,5.3*,1.9,-0.3,2.7,3.5
CN(C)C(CNC(=O)CCOc1ccccc1)c1ccco1 (stereo not given),-0.1,3.4,-5.8,-0.6,-1.9,-0.1,1.4,2.1,1.4,2.8,-0.2

# Carrying on.
SMILES,DAX1 inh-1,GAA850 FXN act,sPLA2-III inh,proKLK7 act,GC-A act,ssDAF12 agonist,DAX1 inh-2,SMARCA2 activ,hcDAF-12 act,hgDAF12 agonist,NPR2 activator
CCOC(=O)CNc1nc(C#N)nc(N2CCOCC2)n1,0.3,-0.5,0.2,-0.4,2.8,-1.0,-0.4,1.4,3.4,1.3,1.2
O=C(CN1CCc2ccccc21)NC(=O)NCc1ccccc1,0.0,3.0,-0.8,0.2,-3.5,-1.0,-0.4,-2.4,0.7,-0.9,2.6
CCCCCC(=O)N1C[C@@H](O)[C@H](n2cc(C3CC3)nn2)C[C@@H]1c1ccccc1,-0.8,-0.3,8.6,0.6,-4.7,-1.3,-0.2,-1.2,-0.9,-4.2,-8.7
CCC(=O)c1c(NC(C)C)cc(C)oc1=O,-0.3,5.3,0.7,0.9,3.4,-1.6,-0.3,0.4,-2.0,2.3,9.9
COc1cccc(CCC2C(=O)CCCC2=O)c1,0.7,-2.1,-9.5,-0.1,2.5,-0.8,-0.1,3.9,1.7,-2.3,-0.1
CCc1sc(C(=O)Nc2ccsc2C(=O)OC)cc1Br,1.4,-0.3,7.4,0.1,-1.0,0.7,0.3,-0.7,2.5,3.4,-4.7
COC(=O)[C@]12C[C@H](CC(=O)N3CCN(C(=O)c4ccco4)CC3)C(=O)N(CCc3ccc(OC)c(OC)c3)C1=C[C@H](COCc1ccccc1)O[C@@H]2C,-0.2,x,-5.9,-0.6,7.9,-1.1,x,-1.8,-1.4,-1.8,2.8
Oc1ccc(-c2cnns2)c(O)c1,-0.6,6.7,3.0,0.2,2.2,-0.7,-1.1,-5.6,5.2,-6.3,-3.8
CC(=O)c1ccc(OCC(=O)NC2CCCN(Cc3ccccc3F)C2)cc1 (stereo not given),-0.1,2.2,5.1,-0.6,2.2,-1.1,0.1,-0.9,0.7,0.5,-0.5
CCN(CC)C(=O)CN(c1ccc(C)cc1)S(=O)(=O)c1ccc(SC)cc1,-0.3,-2.5,-5.4,-0.1,-16.3,-0.8,1.4,-3.6,-2.8,-1.6,-10.0
CCc1ccccc1NC(=O)c1noc(C(C)C)c1[N+](=O)[O-],-0.5,0.9,-3.5,0.5,5.3,-1.7,-0.8,2.4,-2.5,-1.4,0.3
